PABP1 MLLE inh: inhibitors of PABP1 MLLE–PAM2 peptide binding, primary screen, biochemical, fluorescence polarization, FITC-PAM2, GST-MLLE; inhibition, % at 20 µM; Polyadenylate-binding protein 1 (Homo sapiens), P11940; 0.36% of 360,000 active; AID 588489, 2011; in the data active = inhibition above about 35%, passing the limit was not always enough;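 note: plate controls were DMSO wells with GST-MLLE for no effect and wells lacking GST-MLLE protein for full effect; some results filed as inactive read as strong as hits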
SUMO1 PPI mod: modulators of SUMO1 protein-protein interactions, primary screen, biochemical, uHTS. Small ubiquitin-related modifier 1 (Homo sapiens), P63165. SUMO1 binding to a labelled peptide, TR-FRET, 1 h. inhibition, % at 20 µM. 0.33% of 360,000 active. AID 602429, 2012; in the data active = inhibition above about 37%
Target sequence (P63165 whole entry, looked up): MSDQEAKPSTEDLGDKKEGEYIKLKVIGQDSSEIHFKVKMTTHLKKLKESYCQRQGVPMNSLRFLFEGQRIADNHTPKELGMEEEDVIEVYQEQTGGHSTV
LMPTP block: LMPTP phosphatase inhibitors, primary screen, biochemical, fluorescence intensity, uHTS. Low molecular weight phosphotyrosine protein phosphatase (Homo sapiens), P24666. recombinant LMPTP-A, OMFP fluorogenic substrate. inhibition, % at 20 µM. 0.22% of 360,000 active;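 active = compounds that cut the enzyme signal by at least half of the control window in the single-dose screen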;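 note: plate controls were DMSO wells with enzyme plus substrate for no effect and substrate without enzyme for full effect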
Target sequence (P24666 whole entry, looked up): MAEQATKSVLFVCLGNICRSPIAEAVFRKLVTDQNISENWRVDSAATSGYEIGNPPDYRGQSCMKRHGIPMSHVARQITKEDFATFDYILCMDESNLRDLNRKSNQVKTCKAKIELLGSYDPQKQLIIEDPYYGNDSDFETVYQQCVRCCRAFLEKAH
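material = LMPTP-A | quantity = 0.625 nM enzyme | reagent = OMFP substrate, 400 µM final | buffer or medium = Bis-Tris pH 6.0, DTT, detergent | detection = endpoint fluorescence intensity from OMFP dephosphorylation | dosing = single 20 µM dose | read-out basis = % inhibition relative to no-enzyme and uninhibited control wells | control set = no-enzyme and uninhibited controls | timing = 50 min at room temperature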
DNMT1 block: human DNMT1 methyltransferase inhibitors, primary screen, biochemical, molecular beacon, fluorescence, HinP1I cleavage, uHTS. inhibition (reported as % activation of signal), % at 10 µM. 0.83% of 360,000 active. AID 588458, 2011. DNA (cytosine-5)-methyltransferase 1 (Homo sapiens), P26358; in the data active = inhibition above about 50%
NadD inh: inhibitors of S. aureus NadD, primary screen, biochemical, colorimetric, uHTS; Nicotinate-nucleotide adenylyltransferase NadD (Staphylococcus aureus N315); purified NadD enzyme, colorimetric absorbance read-out; inhibition, % at 20 µM; 0.78% of 360,000 active; AID 602399, 2012; in the data active = inhibition above about 26%; note: some compounds past the cut are filed as inactive
STEP inh: STEP phosphatase inhibitors, primary screen, biochemical, fluorescence intensity, uHTS | Tyrosine-protein phosphatase non-receptor type 5 (Homo sapiens), P54829 | recombinant STEP, OMFP fluorogenic substrate | inhibition, % at 20 µM | 0.25% of 360,000 active;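 active = inhibition at 20 µM, scaled per plate between control wells, above about 37%, limit read from the data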;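 note: 0% = DMSO with enzyme and substrate and 100% = substrate only without enzyme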
Target sequence (P54829 whole entry, looked up): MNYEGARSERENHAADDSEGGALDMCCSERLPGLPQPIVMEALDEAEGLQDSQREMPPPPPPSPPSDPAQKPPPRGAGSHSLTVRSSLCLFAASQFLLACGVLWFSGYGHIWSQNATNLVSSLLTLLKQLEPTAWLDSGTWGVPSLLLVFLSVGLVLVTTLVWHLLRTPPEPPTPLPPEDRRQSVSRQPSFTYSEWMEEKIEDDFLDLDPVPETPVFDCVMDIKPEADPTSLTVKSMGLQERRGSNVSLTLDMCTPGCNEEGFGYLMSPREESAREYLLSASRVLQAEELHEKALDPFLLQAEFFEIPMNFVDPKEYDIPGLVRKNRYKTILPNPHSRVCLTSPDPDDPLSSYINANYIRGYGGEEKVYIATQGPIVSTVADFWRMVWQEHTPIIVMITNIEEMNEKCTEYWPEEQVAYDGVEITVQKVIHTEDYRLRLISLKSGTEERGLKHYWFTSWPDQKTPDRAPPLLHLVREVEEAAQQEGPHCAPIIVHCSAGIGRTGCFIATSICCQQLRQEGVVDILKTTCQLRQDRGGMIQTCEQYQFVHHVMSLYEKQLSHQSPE
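Material: STEP (striatal-enriched tyrosine phosphatase) enzyme, cell-free | Medium: 50 mM Bis-Tris pH 6.0 with 2.5 mM DTT and 0.005% Tween 20 | Read-out: Percent inhibition scaled to no-enzyme and uninhibited-enzyme controls, plate-pattern corrected | Signal: Fluorescence read at 480 nm ex / 540 nm em | Times: 20 min reaction, room temperature, in the dark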
Scp1 inh: Scp-1 phosphatase inhibitors, primary screen, biochemical, colorimetric, uHTS; inhibition, % at 20 µM; Recombinant Scp1, phosphopeptide, malachite green phosphate absorbance; 0.88% of 340,000 active; Carboxy-terminal domain RNA polymerase II polypeptide A small phosphatase 1 (Homo …;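 active = inhibition above about 50% at 20 µM, limit read from the data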;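 note: plate controls were DMSO wells with enzyme for no effect and wells lacking enzyme for full effect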
Target sequence (Q9GZU7 76-261 limits assumed): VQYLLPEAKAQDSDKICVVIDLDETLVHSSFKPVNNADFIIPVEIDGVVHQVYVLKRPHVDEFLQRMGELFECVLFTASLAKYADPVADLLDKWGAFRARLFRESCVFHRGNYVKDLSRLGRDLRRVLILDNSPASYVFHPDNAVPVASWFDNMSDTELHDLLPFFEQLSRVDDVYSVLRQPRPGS
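Test system – truncated SCP-1 phosphatase (76-261aa) · Reagent – Phosphorylated 17-residue peptide substrate · Incubation – 45 min room-temperature reaction, 5 min colour, 30 min stabiliser · Detection – colorimetric phosphate reagent with accelerator and stabiliser, absorbance at 630 nm · Measure – % inhibition at 20 µM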
CSN deneddyl inh: inhibitors of CSN-mediated cullin deneddylation, primary screen, biochemical, fluorescence polarization, uHTS. inhibition, % at 12.5 µM. COP9 signalosome complex subunit 5 (Homo sapiens), Q92905. Purified CSN, SCF-Nedd8-OG deneddylation. AID 651999, 2013. 0.38% of 360,000 active;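 active = pattern-corrected inhibition above about 35%, with an unprinted fluorescence ratio check between 0.5 and 1.5, limit read from the data, passing the limit was not always enough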;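 note: 0% = enzyme with substrate and 100% = substrate without enzyme; some results filed as inactive read as strong as hits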
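Assay system: purified human Csn5 enzyme expressed in HEK293T cells; measure: % inhibition; also added: SCFSkp2-Nedd8OG substrate at 10 nM final; technique: fluorescence polarization; times: reaction 90 min, room temperature; medium: Tris buffer pH 7.5, NaCl, DTT, Tween-20, trehalose, ovalbumin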
Tb MetRS inh: T. brucei MetRS inhibitors, primary screen, biochemical, luminescence; methionyl-tRNA synthetase (Trypanosoma brucei brucei); purified T. brucei MetRS, ATP depletion, Kinase-Glo luminescence; inhibition, % at 11.9 µM; 0.4% of 360,000 active;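 active = inhibition above a per-plate cutoff of the control wells' mean inhibition plus 3 SD, cut at about 5.5% in these data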;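 note: 0% = DMSO wells median and 100% = median of wells with control inhibitor compound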
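Test system: purified T. brucei MetRS enzyme. Also added: ATP, methionine and E. coli bulk tRNA substrates. Compound: 11.9 µM single point. Schedule: 15 min enzyme-compound preincubation, 2 h reaction, 10 min detection, 25 °C. Signal: luciferase luminescence of residual ATP, Kinase-Glo. Evaluation: percent inhibition versus plate control medians. Controls: DMSO wells, low control.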
Rpn11 block: Rpn11 (PSMD14) deubiquitinase inhibitors, primary screen, biochemical, fluorescence polarization, uHTS; 26S proteasome non-ATPase regulatory subunit 14 (Homo sapiens), O00487; human 26S proteasome, Ub4-pepOG fluorescence polarization; 20S core pre-blocked with epoxomicin; calls only at 20 µM; 0.59% of 360,000 active; AID 588493, 2011;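 active = inhibition at 20 µM, scaled to each plate's controls, above about 33%, limit read from the data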
* hit, by the source's call; i = inactive.

SMILES	PABP1 MLLE inh	SUMO1 PPI mod	LMPTP block	DNMT1 block	NadD inh	STEP inh	Scp1 inh	CSN deneddyl inh	Tb MetRS inh	Rpn11 block
Cc1cc2oc3ccc(NCCCN4CCOCC4)cc3c(=O)c2cc1C	-3	-29	0.6	-2	-9	4	-11	0	-0.6	i
CCOC(=O)C1C(c2ccc(O)c(OCC)c2)NC(=S)NC1(O)C(F)(F)F (stereo not given)	-47	0	0.2	2	-4	-4	-5	3	-1.0	i
CC12CCC(C/C1=N\OC(=O)c1c(F)cccc1F)C2(C)C (stereo not given)	-8	1	-0.8	-1	-4	2	-10	-1	-0.7	i
CSc1nc(-c2ccccc2)[nH]c(=S)c1C(C)=O	17	5	0.9	0	-3	-18	1	-2	0.0	i
Cc1cc(C(=O)Nc2ccccc2[N+](=O)[O-])cs1	2	-40	0.8	2	2	0	-8	-1	0.3	i
Cc1cc(NC(=O)c2cc(S(=O)(=O)N3CCCCC3)ccc2C)n(-c2ccccn2)n1	-7	2	-0.3	-9	5	5	17	-3	-1.7	i
CCC(c1nnc(SCC(=O)N(C)c2ccccc2)n1Cc1ccccc1)N(C)C (stereo not given)	9	-17	-11	0	0	1	-8	-3	0.1	i
O=C(NCCc1ccccc1)c1ccccc1Cl	0	2	-1.1	4	3	1	-10	-1	-0.2	i
COc1ccc(CN(C#N)c2nc(SC)nc(N(C)C)n2)cc1	-29	1	1.1	-5	-8	2	-4	0	-0.6	i
COC(=O)c1ccc(CN2CCc3ccc(NC(=O)c4ccncc4)cc3C2)cc1	14	-11	0.6	-4	6	1	-8	1	0.1	i
CCOC(=O)N1CCC(N2Cc3cccc(C(=O)N4CCN(C5CCCCC5)CC4)c3C2=O)CC1	-2	-4	-3.1	0	1	1	-1	-5	-0.9	i
Cc1ccccc1OCC(=O)NCCC1=CCCCC1	-6	6	-0.5	-1	-1	2	-3	1	-0.7	i
Cc1n[nH]c(=S)n(/N=C/c2ccccn2)c1=O	-36	2	-1.0	-1	8	5	10	-1	0.3	i
COc1ccccc1-c1nnc(SCc2nc3ccccc3s2)n1C	-13	3	-0.1	1	1	2	2	4	-0.9	i
CCN(CC)c1ccc(/C=N/NC(=O)c2c(-c3ccccc3)noc2C)cc1	17	-14	1.4	-4	2	2	-5	-1	-0.2	i
O=C(CC1C(=O)NCCN1Cc1ccoc1)NCc1cccc(OC(F)(F)F)c1 (stereo not given)	-10	2	-4.0	1	-5	-1	2	-3	0.4	i
C/C(N=Nc1nc2ccccc2s1)=N\Nc1ccccc1O	0	-9	4.5	-6	3	4	-14	0	-0.7	i
O=C1CCCc2cc3c(ccc4ccccc43)cc21	10	-1	1.7	-5	3	0	-10	6	-0.4	i
Nc1nccc(NCCSCc2ccccc2)n1	2	-1	5.9	2	-4	2	-4	13	0.0	i
O=C(NNc1ncccc1-n1cccc1)c1ccc(Cl)cc1	-12	5	-0.4	0	-1	3	-4	9	-0.4	i
O=C1Nc2ccccc2C1=Nc1ccc(S(=O)(=O)Nc2nccs2)cc1	25	88*	3.1	4	54*	38	80*	18	-1.4	i
Cc1ccc(C(=O)Nc2ccc(Nc3ccccc3)cc2)cc1C	-2	1	3.0	-25	-6	1	-24	6	-0.2	i
Cc1ccc(C(=O)OCc2cc3ccccc3[nH]c2=O)cc1	-1	0	-2.1	10	1	3	-1	2	-1.0	i
CCOc1ccc(Cn2cc(F)c(=O)[nH]c2=O)cc1	1	-1	-0.5	0	-1	-3	1	3	0.3	i
Cc1ccc(/C(N)=N/OC(=O)CN(C)S(=O)(=O)c2ccc(C)cc2)cc1	4	5	3.4	0	-5	0	-10	3	-0.3	i
CCOC(=O)c1c(C)[nH]c(C(=O)COC(=O)C2CC(=O)N(Cc3ccccc3)C2)c1C (stereo not given)	3	1	-0.9	2	1	-2	6	-6	-0.2	i
CCOC(=O)Cc1csc(NC(=O)COc2ccc(N(C)S(=O)(=O)c3ccc(C)cc3)cc2)n1	-5	-3	1.8	-11	-5	1	-9	-4	0.0	i
FC(F)(F)c1ccc(CN2CCCCCC2)cc1	-5	0	-1.7	0	-1	-1	-5	0	-1.1	i
O=C(CSc1ncccn1)NC(=O)c1ccccc1	5	-1	-1.0	1	-4	-4	-7	0	-0.6	i
O=C(Nc1nnc(-c2ccc(F)cc2)o1)c1cccc([N+](=O)[O-])c1	-6	-6	0.6	1	15	3	-8	-2	0.7	i
Cc1cccc(C(=O)N/N=C/c2ccncc2)c1	4	-6	-1.6	5	0	-1	-2	-2	-1.3	i
N#Cc1c(N)nc(SC2CCCCC2=O)c(C#N)c1-c1ccco1 (stereo not given)	-14	9	2.5	-12	16	2	2	9	0.0	i
Oc1ccc(Br)cc1-c1n[nH]c(=S)n1Cc1ccccc1	-17	8	-3.3	2	0	-2	7	-4	-1.5	i
CCN(Cc1ccccc1)C(=O)c1ccc(CNS(=O)(=O)c2ccc(C)cc2)cc1	7	-3	0.6	-8	-5	-1	-5	-7	-0.1	i
CCc1nnc(NC(=O)c2n[nH]c(=O)c3ccccc23)s1	14	-17	-2.2	0	6	0	27	-2	-0.6	i
O=C(Nc1ccccn1)c1ccc2c(c1)OCCO2	-13	-1	0.5	-1	-7	-1	1	-3	-0.8	i
COC(=O)c1cc(S(=O)(=O)NC2CCN(Cc3ccccc3)CC2)cn1C	9	-1	0.1	-7	0	-5	1	5	-1.2	i
CC(=O)C1=C(O)C(=O)N(c2ccc(Br)cc2)C1c1ccc([N+](=O)[O-])cc1 (stereo not given)	-6	-22	0.1	-3	6	1	-14	-3	-0.1	i
CCOC(=O)c1ccoc1CN1CCN(S(=O)(=O)c2ccc(C)c(C)c2)CC1	-3	2	-0.6	-5	0	-1	5	2	-0.3	i
CCOC(=O)N1CCC(N(CCN(C)C)C(=S)Nc2ccccc2Cl)CC1	13	0	-2.2	0	-1	-2	-14	1	-0.1	i

Shown as a hit in NadD inh, among the entries above:
SMILES	PABP1 MLLE inh	SUMO1 PPI mod	LMPTP block	DNMT1 block	NadD inh	STEP inh	Scp1 inh	CSN deneddyl inh	Tb MetRS inh	Rpn11 block
O=C1Nc2ccccc2C1=Nc1ccc(S(=O)(=O)Nc2nccs2)cc1	25	88*	3.1	4	54*	38	80*	18	-1.4	i

Record cards, from the list above. Order of values: PABP1 MLLE inh	SUMO1 PPI mod	LMPTP block	DNMT1 block	NadD inh	STEP inh	Scp1 inh	CSN deneddyl inh	Tb MetRS inh	Rpn11 block
Results for CCOC(=O)N1CCC(N(CCN(C)C)C(=S)Nc2ccccc2Cl)CC1 : 13	0	-2.2	0	-1	-2	-14	1	-0.1	i
Results for Oc1ccc(Br)cc1-c1n[nH]c(=S)n1Cc1ccccc1 : -17	8	-3.3	2	0	-2	7	-4	-1.5	i
Results for O=C(Nc1ccccn1)c1ccc2c(c1)OCCO2 : -13	-1	0.5	-1	-7	-1	1	-3	-0.8	i
Results for N#Cc1c(N)nc(SC2CCCCC2=O)c(C#N)c1-c1ccco1 (stereo not given) : -14	9	2.5	-12	16	2	2	9	0.0	i
Results for COC(=O)c1cc(S(=O)(=O)NC2CCN(Cc3ccccc3)CC2)cn1C : 9	-1	0.1	-7	0	-5	1	5	-1.2	i

Next records follow.
SMILES	PABP1 MLLE inh	SUMO1 PPI mod	LMPTP block	DNMT1 block	NadD inh	STEP inh	Scp1 inh	CSN deneddyl inh	Tb MetRS inh	Rpn11 block
Cc1ccc(-c2cn3cccnc3n2)cc1NC(=O)c1cccs1	-8	-12	-0.7	-2	10	0	-1	-4	0.2	i
Cc1cc(=O)c(C(=O)OC(C)C(=O)NC(N)=O)nn1-c1ccc(Cl)cc1 (stereo not given)	-1	-2	-0.9	1	-8	0	-7	1	-0.2	i
CN(CCN1CCOCC1)Cc1nc(-c2ccccc2)no1	-8	1	-3.0	15	-7	2	-16	1	-0.1	i
COCc1cc(C)nc(SCC[N+](C)(C)CC(=O)Nc2ccccc2)c1C#N	8	5	0.6	-3	-3	-2	0	-5	0.6	i
O=C1NC[C@@H](Cc2cccc3ccccc23)N(CC2(c3ccccc3)CC2)C1=O	-5	-4	0.0	4	15	1	5	-3	-0.4	i
CC1CCN(c2nc3nonc3nc2N2CCC(C)CC2)CC1	0	-5	-0.1	-3	-4	0	-3	-2	0.2	i
CC(C)(C)c1ccc(-c2n[nH]c(=S)n2-c2ccccc2)cc1	-10	0	2.3	-2	3	2	0	6	-0.8	i
CCN(Cc1ccccc1)C(=O)c1oc2ccc(C)cc2c1C	6	0	-0.5	4	-4	0	-12	2	-0.7	i
CCOC(=O)N1CCN(C(=O)/C(=C\c2cccs2)NC(=O)c2cccs2)CC1	4	-8	-0.3	3	-4	-1	-5	0	-0.4	i
